High-throughput results from PubChem BioAssay.
GSK3beta inhib = human GSK3beta kinase inhibitors, primary screen, biochemical, cell-free homogeneous, HTS; Glycogen synthase kinase-3 beta (Homo sapiens), P49841; 300,000 compounds, 0.038% hits; activity score (negative = inhibition), % at 10 µM; GST-GSK3beta kinase, ADP-Glo luminescence, 60 min; stronger effect = lower value;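 active means more than half of replicate wells score below -50%, meaning over 50% inhibition versus plate controls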;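 further: 0% = median DMSO wells and -100% = median GW8510 positive control wells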
Target sequence (P49841 whole entry, looked up): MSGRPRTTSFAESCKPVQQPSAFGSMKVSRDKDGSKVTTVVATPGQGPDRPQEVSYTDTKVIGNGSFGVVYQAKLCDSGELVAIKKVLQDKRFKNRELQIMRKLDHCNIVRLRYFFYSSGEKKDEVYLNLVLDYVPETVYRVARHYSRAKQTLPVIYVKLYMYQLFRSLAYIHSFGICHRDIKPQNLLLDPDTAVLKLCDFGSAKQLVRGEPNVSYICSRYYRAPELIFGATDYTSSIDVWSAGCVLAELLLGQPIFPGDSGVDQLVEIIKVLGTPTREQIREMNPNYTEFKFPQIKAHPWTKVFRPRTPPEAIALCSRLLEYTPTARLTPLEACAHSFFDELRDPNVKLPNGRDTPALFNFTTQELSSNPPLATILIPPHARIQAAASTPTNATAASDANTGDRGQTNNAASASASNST
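Test system – GST-tagged human GSK3beta kinase, cell-free · Incubation – 60 min enzyme reaction, room temperature · Signal – ADP-Glo luminescence · Also added – peptide substrate and ATP at 25 µM · Controls – DMSO neutral wells and GW8510 at 20 µM as positive · Buffer or medium – Tris/MgCl2 kinase buffer · Measure – Luminescence-derived activity versus plate DMSO and GW8510 wells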
DYRK1A inh = rat Dyrk1A kinase inhibitors, primary screen, biochemical, single point, plate reader | ADP-Glo luminescence, NFATc1 peptide | 310,000 compounds, 0.43% hits | AID 504441, 2011 | inhibition, % at 12.5 µM; in the data active means inhibition above about 50%;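 further: plate controls were vehicle with enzyme for no effect and no enzyme for full effect; many of its hits are not listed in these tables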
GSK3A inh = blockers of GSK3A enzyme activity – biochemical, luminescence, cell-free homogeneous, HTS, primary screen. inhibition, % at 10 µM. 320,000 compounds, 0.1% hits. AID 2650, 2010. Glycogen synthase kinase-3 alpha (Homo sapiens), P49840. GSK-3 alpha kinase, ADP-Glo luminescence, 60 min;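 in the data active means inhibition above about 50%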;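 further: GST-tagged GSK-3 alpha with peptide substrate and 25 µM ATP; 0% = DMSO neutral wells and 100% = GW8510 positive control wells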
PolyA inhibitor = polyadenylation inhibitors in yeast reporter cells, primary screen, luminescence, S. cerevisiae. calls only at 12 µM. 300,000 compounds, 0.02% hits. S. cerevisiae SKY197-pL101 polyadenylation reporter, beta-gal luminescence; efflux-impaired pdr1/pdr3 knockout yeast; score 100 = 6 SD above DMSO;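 active means lowest replicate activity score at least 50, where 100 means six control SD above control mean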;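 further: yeast exposed to compound for 9 h at 30 °C; higher score means more reporter readthrough which indicates perturbed polyadenylation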
KCNK3 block = human KCNK3 channel inhibitors, primary screen, CHO cells, FluxOR thallium flux, B-score. 340,000 compounds, 0.84% hits. B-score at 10 µM. FluxOR fluorescence; stronger effect = lower value. Potassium channel subfamily K member 3 (Homo sapiens), O14649;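 active means B-score under library mean minus 4 SD, starting fluorescence ratio at most library mean plus 5 SD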;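 further: more negative B-score means stronger inhibition of thallium flux through KCNK3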
Target sequence (O14649 whole entry, looked up): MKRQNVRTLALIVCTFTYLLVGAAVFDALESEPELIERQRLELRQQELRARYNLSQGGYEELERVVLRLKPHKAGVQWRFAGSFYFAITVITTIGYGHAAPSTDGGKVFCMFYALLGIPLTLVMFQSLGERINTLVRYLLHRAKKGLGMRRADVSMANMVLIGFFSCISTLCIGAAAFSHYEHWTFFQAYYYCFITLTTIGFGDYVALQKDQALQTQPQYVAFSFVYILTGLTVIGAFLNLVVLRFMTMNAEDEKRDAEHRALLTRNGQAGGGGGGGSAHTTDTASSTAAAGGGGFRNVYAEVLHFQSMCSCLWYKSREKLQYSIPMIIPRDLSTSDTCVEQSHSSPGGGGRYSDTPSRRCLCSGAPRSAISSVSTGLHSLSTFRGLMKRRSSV
RGS4 block = RGS4 inhibitors, primary screen, cell-based, HEK293 M3R inducible RGS4, calcium flux. Regulator of G-protein signaling 4 (Homo sapiens), P49798. Fluo-4 calcium flux; stronger effect = higher value; triggered by carbachol at its EC20. B-score at 10 µM. 310,000 compounds, 0.45% hits. AID 463165, 2010;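 active means B-score, a plate-corrected calcium signal, over three deviations above library mean, with baseline fluorescence within five deviations of library mean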;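 further: RGS4 expression induced by doxycycline in cells with stable M3 receptor; B-score is computed from the integrated fluorescence ratio over baseline after carbachol; higher B-score means a larger calcium signal and so more RGS4 inhibition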
Target sequence (P49798 whole entry, looked up): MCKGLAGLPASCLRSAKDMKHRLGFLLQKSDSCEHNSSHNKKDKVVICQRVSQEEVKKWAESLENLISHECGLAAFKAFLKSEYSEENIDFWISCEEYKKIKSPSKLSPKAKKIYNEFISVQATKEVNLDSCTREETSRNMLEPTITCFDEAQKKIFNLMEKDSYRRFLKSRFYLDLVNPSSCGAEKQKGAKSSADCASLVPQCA
KCNK9 inh = KCNK9 potassium channel inhibitors, primary screen, HEK293 cells, thallium flux | B-score at 10 µM | FluxOR thallium flux fluorescence; stronger effect = lower value | 310,000 compounds, 1.2% hits | Potassium channel subfamily K member 9 (Homo sapiens), Q9NPC2;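 active means ratio B-score over 3 SD below the library mean, with starting fluorescence within 5 SD of its mean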;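 further: negative B-score means less thallium flux so channel inhibition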
RGS4 act = RGS4 potentiators or activators, primary screen, cell-based, HEK293 M3R inducible RGS4, calcium flux. carbachol calcium flux Fluo4; stronger effect = lower value. B-score at 10 µM. 310,000 compounds, 0.92% hits. AID 463111, 2010;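 active means B-score of the integrated calcium signal more than 4 SD below the library mean, with starting fluorescence not abnormally high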;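 further: negative B-score means reduced calcium response which marks RGS4 activation or potentiation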
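test system = HEK293 cells with stable M3R and inducible RGS4 | schedule = recording 10 s baseline at 1 Hz, 100 s post-agonist | technique = Fluo4-AM (2 µM) calcium-flux fluorescence, kinetic read | measure = Agonist-evoked peak-minus-minimum fluorescence over baseline, integrated ratio, B score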
KCNQ1 inh = inhibitors of human KCNQ1 channel, primary screen, cell-based, thallium flux, high-throughput. Potassium voltage-gated channel subfamily KQT member 1 (Homo sapiens), P51787. CHO-K1 KCNQ1, FluxOR thallium flux fluorescence; stronger effect = higher value. B-score at 10 µM. 310,000 compounds, 1.3% hits. AID 2642, 2010;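 active means compounds whose thallium flux B-score, printed positive for inhibition, exceeds three library SD while starting fluorescence stays within three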;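 further: channel opened by potassium depolarization with thallium stimulus after 20 min compound exposure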
hERG rescue = hERG rescue from dofetilide block, primary screen, cell-based, CHO-hERG, FluxOR thallium flux, dofetilide IC70; activation (rescue from dofetilide block), less the hit threshold, % at 10 µM; dofetilide IC70 present; AID 1511, 2009; Voltage-gated inwardly rectifying potassium channel KCNH2 (Homo sapiens), Q12809; 310,000 compounds, 0.51% hits;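 active means activation above the mean of controls blocked by dofetilide plus 5 SD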;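 further: thallium influx through hERG after potassium depolarization seen as dye fluorescence rise; in these data hits start at about 4.7%; inactives centre near -7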
KCNQ1 act = potentiators or activators of KCNQ1 channel, primary screen, cell-based, thallium flux, high-throughput. Potassium voltage-gated channel subfamily KQT member 1 (Homo sapiens), P51787. CHO-K1 KCNQ1, thallium flux FluxOR fluorescence; stronger effect = higher value. B-score at 10 µM. 310,000 compounds, 0.35% hits. AID 2648, 2010;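 active means fluorescence ratio B-score, a plate-corrected score, at least three library SD, with initial intensity B-score within 5 SD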
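Medium – assay buffer, equal DMSO in all wells · Material – CHO-K1 cell line with stable KCNQ1 potassium channel expression · Signal – kinetic FluxOR thallium fluorescence, 10-s 1-Hz baseline, 110-s post-stimulus read · Compound – single concentration per compound, DMSO matched to controls · Schedule – 37 °C overnight plating, 90-min dark dye load, 20-min compound pretreatment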
Active calls of the source: *; i = inactive; . = no result given. A portion of the library, so the mix of outcomes need not match the whole.

SMILES | GSK3beta inhib | DYRK1A inh | GSK3A inh | PolyA inhibitor | KCNK3 block | RGS4 block | KCNK9 inh | RGS4 act | KCNQ1 inh | hERG rescue | KCNQ1 act
CCCc1cc2c(cc1NC(=O)c1ccc(Br)cc1)OCO2 | -2 | 4 | -3 | i | i | i | i | i | i | -7 | i
Cc1nonc1OC(C)CNc1ccc([N+](=O)[O-])cc1 (stereo not drawn) | -4 | 1 | 1 | i | i | i | i | i | i | -3 | i
COc1ccc(N2CC(C(=O)Nc3cccnc3)CC2=O)cc1 (stereo not drawn) | -1 | -3 | -3 | i | i | i | i | i | i | -1 | i
CSCCC(NC(=O)c1ccc(Cl)cc1)C(=O)OCC(=O)NCc1ccco1 (stereo not drawn) | -2 | 0 | 1 | i | i | i | i | i | i | -15 | i
O=C(/C=C/c1ccc(F)cc1)NCCC1=CCCCC1 | 1 | 6 | 0 | i | i | i | i | i | i | -9 | i
Cc1c(C(=O)Nc2cccc([N+](=O)[O-])c2)cnn1-c1ccccc1 | -2 | 12 | 4 | i | i | i | i | i | i | 7.0* | i
CC1CCN(C(=O)Cn2c(=O)n(-c3ccc(F)cc3)c(=O)c3sccc32)CC1 | 4 | -5 | 1 | i | i | i | i | i | i | -4 | i
O=C(Nc1ccccc1)C1CCCN(C(=O)c2ccc(Cl)cc2)C1 (stereo not drawn) | -1 | 0 | 0 | i | i | i | i | i | i | -9 | i
S=C(Nc1ccccc1)N1CCCCCC1 | 0 | 0 | . | i | i | i | i | i | i | -1 | i
CN(CCO)S(=O)(=O)c1ccc2c(c1)C(=NNC(N)=O)c1cc(S(=O)(=O)N(C)CCO)ccc1-2 | -26 | -8 | 0 | i | i | i | i | i | i | -8 | i
COC(=O)c1ccc(C)c(NC(=O)c2c(-c3ccccc3)noc2C)c1 | -1 | -1 | -1 | i | i | i | i | i | i | -4 | i
COc1cc2c(cc1NC(=O)COc1ccc3ccccc3c1)oc1ccccc12 | 0 | 6 | -10 | i | i | i | i | i | i | -12 | i
CCN(CC(=O)NCc1cccs1)C(=O)c1cccc(S(=O)(=O)Nc2ccccc2Cl)c1 | 4 | -1 | . | i | i | i | i | i | i | -14 | i
COc1ccc(NC(=O)c2cc(C3CC3)on2)c(OC)c1 | -4 | 4 | 2 | i | i | i | i | i | i | -8 | i
c1coc(CNc2nc3sc4c(c3c3ncnn23)CCCC4)c1 | 3 | 9 | 7 | i | i | i | i | i | i | -4 | i
Cc1ccc(C)c(C(=O)CSc2nc3ccccc3c(=O)[nH]2)c1 | 4 | -4 | -1 | i | i | i | i | i | i | -4 | i
C/C(Cn1nnc2ccccc21)=N\NC(=O)c1cccc(Br)c1 | 5 | 0 | 0 | i | i | i | i | i | i | -8 | i
O=C(N/N=C/C=C/c1ccco1)c1ccncc1 | -4 | -3 | 3 | i | i | i | i | i | i | -1 | i
CCN(CC(=O)N1CCOCC1)S(=O)(=O)c1ccc(C)cc1 | 4 | -2 | -1 | i | i | i | i | i | i | -12 | i
CCCOc1ccc(/C=N/Nc2ccc(C(=O)O)cc2)c(OCCC)c1 | 3 | -8 | . | i | i | i | i | i | i | -8 | i
Cc1ccc(N(CC(=O)N/N=C/c2cccs2)S(C)(=O)=O)cc1Cl | -1 | 4 | -4 | i | i | i | i | i | i | -6 | i
COc1ccc(-c2cc(-c3c(O)c(OC)c4occc4c3OC)[nH]n2)cc1OC | 3 | 3 | -1 | i | i | i | i | i | i | -12 | i
COc1ccc(/C=N/OC(=O)Nc2ccccc2OC)cc1 | 1 | 21 | -2 | i | i | i | i | i | i | -6 | i
COc1ccc(CN2CCNC(=O)C2CC(=O)NCCSc2nccn2C)cc1OC (stereo not drawn) | -2 | -1 | -2 | i | i | i | i | i | i | -10 | i
COc1ccc(S(=O)(=O)N2CCCCCC2)cc1N | -4 | 5 | -2 | i | i | i | i | i | i | -13 | i
N/C(=N\OC(=O)CCc1ccccc1)c1ccc(Br)cc1 | -1 | -4 | -1 | i | i | i | i | i | i | -8 | i
CN1CCN(Cc2nc(-c3cccs3)no2)CC1c1ccccc1 (stereo not drawn) | 0 | -1 | 8 | i | i | i | i | i | i | -4 | i
C/C(=N\NC(=O)c1ccc(C)cc1C)c1ccc(-n2ccnc2)cc1 | -4 | -4 | -3 | i | i | i | i | i | i | -8 | i
COc1ccc(CCNCC(=O)Nc2ccc(OC(F)F)cc2)cc1 | . | 10 | -5 | i | i | i | i | i | i | -13 | i
Cc1ccc(NC(=O)CCNC(=O)c2ccccc2Cl)nc1 | -4 | 2 | . | i | i | i | i | i | i | -10 | i
CCC(=O)c1ccc(O)cc1 | -4 | 4 | -2 | i | i | i | i | i | i | -2 | i
CCC(C)c1c(O)nc(SCC(=O)c2ccccc2)[nH]c1=O (stereo not drawn) | 1 | 2 | -3 | i | i | i | i | i | i | -13 | i
Cc1ccc(SCC(=O)N2CC(C)OC(C)C2)cc1 (stereo not drawn) | -28 | 2 | -1 | i | i | i | i | i | i | -11 | i
Cc1ccc(C)c(OCCn2cc(/C=C(\C#N)C(=O)NCc3ccco3)c3ccccc32)c1 | 7 | 2 | -2 | i | i | i | i | i | i | -3 | i
CCOC(=O)CSc1nc2c(sc(=S)n2-c2ccccc2)c(=O)n1-c1ccc(OC)cc1OC | -4 | 0 | 0 | i | i | i | i | i | i | -10 | i
Cc1ccc(C)c(N2CC(C(=O)O)CC2=O)c1 (stereo not drawn) | 1 | . | -2 | i | i | i | i | i | i | -3 | i
CSc1ccc(Cn2nnc(C(=O)NCc3ccccc3)c2N)cc1 | 3 | -3 | -3 | i | i | i | i | i | i | -9 | i
COc1ccc(N2CCN(S(=O)(=O)CCNC(=O)c3ccco3)CC2)cc1 | 2 | -1 | -3 | i | i | i | i | i | i | -10 | i
CC(=O)c1cccc(NC(=O)c2ccc(N(C)S(C)(=O)=O)cc2)c1 | -2 | 30 | 0 | i | i | i | i | i | i | -5 | i
C=CCOn1c(=O)c(-c2ccc(Br)cc2)[n+]([O-])c2ccccc21 | 1 | 1 | 2 | i | i | i | i | i | i | -12 | i
O=c1c2ccccc2nc(-c2cccs2)n1-c1cccc2ccccc12 | 1 | 3 | -4 | i | i | i | i | i | i | -11 | i
COc1ccc(C(=O)Nc2cc3c4c(c2)CC(=O)N4CCC3)cc1 | -7 | -4 | 2 | i | i | i | i | i | i | -8 | i
CCn1c(CC(=O)Nc2ccccc2)nnc1SCC(=O)N1CCOCC1 | -2 | -2 | -1 | i | i | i | i | i | i | -4 | i
Cc1[nH]n(-c2ccc([N+](=O)[O-])cc2)c(=O)c1C=NCCc1c(C)[nH]c2ccccc12 | -1 | 1 | 2 | i | i | i | i | i | i | -4 | i
Cn1nc(C(F)(F)F)c(-c2ccc(F)cc2)c1NC(=O)c1cccnc1 | -1 | 0 | 0 | i | i | i | i | i | i | -8 | i
Cc1ccccc1-n1c(SCc2cc(=O)n3ccccc3n2)nc2[nH]ncc2c1=O | -2 | -6 | . | i | i | i | i | i | i | 1 | i
COc1cccc(-c2ccc(=O)n(CC(=O)Nc3ccc(C(=O)N4CCCC4)cc3)n2)c1 | -4 | -1 | 0 | i | i | i | i | i | i | -11 | i
COC(=O)c1ccc(/C=C(\C#N)c2nc3ccccc3s2)cc1 | 3 | -11 | 1 | i | i | i | i | i | i | -7 | i
Cc1nnc2ccc(-c3cccc(NC(=O)Cc4cccs4)c3)nn12 | -5 | 15 | 1 | i | i | i | i | i | i | -10 | i
CCOc1ccccc1NC(=O)CN1C(=O)COc2ccccc21 | 0 | . | -3 | i | i | i | i | i | i | -6 | i
COC(=O)CN1C(=O)CC(C)(C)S(=O)c2ccccc21 (stereo not drawn) | 1 | 1 | 0 | i | i | i | i | i | i | -5 | i
CCCn1cnnc1CNC(=O)C1CCC(=O)N(CCCc2ccccc2)C1 (stereo not drawn) | 2 | -4 | -2 | i | i | i | i | i | i | -3 | i
CCc1nc2ccc(C(=O)NCCc3ccccc3OC)cc2nc1CC | -2 | -2 | . | i | i | i | i | i | i | -11 | i
Cn1c2c(c(=O)c3ccccc31)CCCC2 | 4 | 9 | 3 | i | i | i | i | i | i | -10 | i
CON(c1nc(Cl)nc(N(C)C)n1)S(=O)(=O)c1ccccc1Cl | -2 | -1 | -4 | i | i | i | i | i | i | -6 | i
CCCCCOC(=O)Cn1c(=O)oc2ccc(C)cc21 | -1 | . | -2 | i | i | i | i | i | i | -19 | i
COc1cccc(NC(=O)Cc2nnc(SCCOc3ccccc3)n2C)c1 | 2 | -3 | 0 | i | i | i | i | i | i | -10 | i
Cc1ccc(C(=O)Cn2c(C(=O)O)cc3ccccc32)cc1 | 3 | 9 | -3 | i | i | i | i | i | i | -5 | i
COC(=O)C1=NN(c2ccccc2)C2(S1)SC(C(C)=O)=C(C)N2c1ccccc1 (stereo not drawn) | 2 | 9 | -1 | i | i | i | i | i | i | -14 | i
